IDE cell inh: human IDE inhibitors in live cells, primary screen, fluorescence polarization, HEK cells, FAbetaB substrate. FAbetaB cleavage. Insulin-degrading enzyme (Homo sapiens), P14735. actives 0.41% (n = 320,000). AID 434962, 2010. inhibition, % at 5.59 µM;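 active = percent inhibition above the average of all tested compounds plus 3 SD, set per screening campaign, cut at about 16% in these data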;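 also: IDE supplied by intact live HEK cells; FP after avidin binding of uncleaved biotin substrate so inhibition keeps polarization high; 0% = DMSO wells and 100% = 60 µM reference IDE inhibitor Ii1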
SUMO HTRF inh: inhibitors of in vitro SUMOylation cascade, primary screen, biochemical, HTRF, uHTS; SUMO-conjugating enzyme UBC9 (Homo sapiens), P63279; HTRF SUMOylation assay, SAE1/SAE2 + UBC9; inhibition, % at 35 µM; actives 0.36% (n = 290,000); AID 2006, 2009; in the data active = inhibition above about 50%, passing the limit was not always enough; also: strong numbers were not always called active
Target sequence (P63279 whole entry, looked up): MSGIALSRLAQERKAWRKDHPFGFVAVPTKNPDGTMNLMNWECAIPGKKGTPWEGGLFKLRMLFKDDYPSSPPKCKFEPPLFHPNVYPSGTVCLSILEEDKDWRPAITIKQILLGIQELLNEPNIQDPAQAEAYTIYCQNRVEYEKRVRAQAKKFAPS
IMP-1 inhibitor: IMP-1 metallo-beta-lactamase inhibitors, primary screen, biochemical, epi-absorbance readout, Pseudomonas aeruginosa enzyme; purified IMP-1, nitrocefin hydrolysis, epi-absorbance fluorescence; inhibition, % at 5.6 µM; actives 0.45% (n = 290,000); AID 1556, 2009;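 active = inhibition above the mean plus 3 SD of all compounds in the same screening run, cut at about 4.5% in these data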;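 also: 0% = IMP-1 with DMSO and 100% = DMSO wells lacking enzyme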
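System: Purified recombinant IMP-1 metallo-beta-lactamase enzyme | Measured by: Fluorescence quenching readout, ex 480/em 530 nm | Replication: Singlicate | Incubation: 15 min preincubation plus 25 min reaction at 25 °C | Evaluation: Percent inhibition from optical density relative to buffer-blank wells | Benchmarks: DMSO with and without IMP-1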
PfM18AAP inh: PfM18AAP inhibitors, malaria aminopeptidase, primary screen, biochemical, QFRET, recombinant enzyme | inhibition, % at 7.35 µM | actives 1.2% (n = 290,000) | M18 aspartyl aminopeptidase (Plasmodium falciparum 3D7) | H-Glu-NHMec fluorogenic cleavage;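 active = inhibition above the campaign mean inhibition over all tested compounds plus 3 SD, cut at about 28% in these data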;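 also: 0% = plate median of test compound wells and 100% = 2 mM ZnCl2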
NS3 helicase inh: inhibitors of HCV NS3 helicase, primary screen, biochemical, Cy5 molecular beacon fluorescence. Hepatitis C virus NS3 helicase. NS3 helicase DNA unwinding. inhibition, % at 10.9 µM. actives 0.56% (n = 290,000). AID 1800, 2009;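 active = inhibition above the mean of all tested compounds plus 3 SD, set per campaign, cut at about 35% in these data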;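 also: 0% = DMSO wells and 100% = thioflavine S control wells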
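Material: hepatitis C virus NS3 helicase domain fragment enzyme; measured by: Cy5 fluorescence, 0 and 60 min reads; control set: DMSO and thioflavine S; incubation: 60 min unwinding reaction at 25 °C after ATP addition; read-out basis: % inhibition from 60/0 min fluorescence ratio, DMSO 0%, thioflavine S 100%; repeats: singlicate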
IDE cell activ: human IDE activators in live cells, primary screen, fluorescence polarization, HEK cells, FAbeta-B substrate | activation, % at 5.96 µM | Insulin-degrading enzyme (Homo sapiens), P14735 | actives 0.073% (n = 340,000) | FAbeta-B cleavage; 0% vehicle, 100% cell-free pure enzyme wells;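 active = activation above the mean of all tested compounds plus 3 SD, set per screening campaign, cut at about 17% in these data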
VIM-2 inh: VIM-2 metallo-beta-lactamase inhibitors, primary screen, biochemical, epi-absorbance readout, Pseudomonas aeruginosa enzyme; actives 0.89% (n = 290,000); purified VIM-2, nitrocefin hydrolysis, epi-absorbance fluorescence; AID 1527, 2009; inhibition, % at 5.6 µM;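 active = inhibition above the mean of all tested compounds plus 3 SD, cutoff set per screening run, cut at about 7.5% in these data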;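 also: red hydrolysis product quenches plate fluorescence so inhibitors raise well fluorescence; 0% = enzyme with DMSO and 100% = DMSO without enzyme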
p-CIP stab down: p/CIP-EGFP fusion destabilizers, primary screen, fluorescence, F442A cells; Q05BA5; 16 h; decrease of EGFP signal, % at 10 µM; actives 0.01% (n = 290,000); AID 1984, 2009;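 active = EGFP signal decrease of at least 30% at 10 µM or well 3 SD below plate mean, unless failing retest; inactive = the rest, including hits failing retest or dose response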; also: some compounds called inactive have numbers as strong as hits; many of its hits are not listed in these tables
FID counter: compounds displacing fluorescent DNA intercalator, primary screen, artefact control for HCV NS3 helicase inhibitor project, biochemical, FID fluorescence; DNA fluorescent intercalator displacement; inhibition, % at 7.9 µM; actives 0.17% (n = 290,000); in the data active = inhibition above about 37%;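 also: 0% = vehicle and 100% = reference compound; higher means more ethidium bromide displaced from hairpin DNA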
The depositor's hits bear a star; / = not tested or not shown.

SMILES	IDE cell inh	SUMO HTRF inh	IMP-1 inhibitor	PfM18AAP inh	NS3 helicase inh	IDE cell activ	VIM-2 inh	p-CIP stab down	FID counter
COc1ccc(-c2c(O)c(C#N)c(-c3ccccc3)n(-c3ccc(OC)cc3)c2=O)cc1	2	12	-2.2	3	-4	-1	0.0	-6	-26
O=C(Cn1c(=O)n(Cc2ccco2)c(=O)c2ccccc21)NCC1CCCO1 (stereo unspecified)	-4	-3	-2.5	4	0	1	-2.8	-13	-5
Cc1ccc(S(=O)(=O)NC(C)C(=O)N2CCOCCOCCOCCOCC2)cc1 (stereo unspecified)	1	-3	-2.0	1	3	-1	-0.5	3	-10
CCc1cc2c(SCC(=O)O)ncnc2s1	-3	22	-5.2	1	12	5	-1.4	-5	-4
Cc1cc(C(=O)Nc2ccccc2N2CCCCC2)no1	2	-29	-2.9	6	-1	3	-4.1	15	-10
CCOc1ccc2nc(SCC(=O)NCc3ccc4c(c3)OCO4)[nH]c2c1	4	-5	-2.7	2	3	7	-0.5	0	-2
CCOC(=O)C1=C(C)N=c2s/c(=C\C(=O)OC)c(=O)n2C1c1ccc(OC)cc1 (stereo unspecified)	6	6	-2.8	-2	14	6	-2.2	-2	-36
COc1ccc2nc(SCCN(C)C)[nH]c2c1	1	2	-3.8	-1	1	0	-1.4	9	10
COc1ccccc1-c1nc(S(=O)(=O)c2ccccc2)c(N2CCCCC2)o1	1	-4	-2.5	-5	-7	-6	-4.2	-4	-29
Cc1cccc(-n2c(CNC(=O)c3ccccc3)nnc2SCC(=O)Nc2nccs2)c1	-3	7	-0.3	-9	-2	5	1.0	-6	-29
CCN(CC)c1ccc(/C=C2\CCC(/C=C(\C#N)C(=O)Nc3ccccc3F)=C2N2CCOCC2)cc1	/	6	-2.2	6	5	4	-5.0	-6	-5
Cc1cc(NC(=O)CSc2nc(=O)cc(N)n2-c2ccc(Cl)cc2)no1	0	0	-2.5	-2	0	0	-1.0	4	-6
O=C(CSc1nnc(-c2n[nH]c3ccccc23)n1-c1ccccc1)Nc1ccccc1Cl	0	-19	-2.1	3	-2	3	-0.7	-14	-28
COCCOCCn1cnc2ccccc21	-1	21	-0.6	5	4	5	-2.5	-7	1
COc1ccc(CN(C)C(=O)c2cccc(Oc3ccccc3)c2)c(OC)c1OC	3	-9	-3.8	3	-13	-2	-1.4	-3	-47
Cc1ccc(-c2noc(CCC(=O)NCC3CCCO3)n2)cc1 (stereo unspecified)	0	10	-2.8	-3	2	-2	-3.3	-3	-6
O=C(CNc1ccc(F)cc1)N/N=C/c1c(O)ccc2ccccc12	-5	-4	-2.5	7	14	-4	-2.0	-2	-8
COC(=O)CCCNC(=O)c1ccc2nc(Cc3ccc(OC)cc3)oc2c1	1	-2	-0.2	-4	-3	0	-1.3	5	-30
COc1ccc(Nc2ccc([N+](=O)[O-])cn2)cc1	9	-1	-4.0	-5	2	4	-2.4	5	-1
O=C(c1cccc(C(F)(F)F)c1)N1CCC(O)(CS(=O)(=O)Cc2ccccc2)CC1	6	-25	-1.7	1	-2	6	-4.6	5	-16
Nc1ccc(Nc2ccccc2)c(S(=O)(=O)O)c1	1	36	-1.6	11	25	6	-3.2	-8	-15
CCOC(=O)c1ccc(N/C=C2\CCCCC2=O)cc1	5	11	-3.2	0	7	6	-1.5	9	-4
COc1ccccc1OCc1ccc(C(=O)N2CCOCC2)o1	4	10	0.0	7	-13	-2	-3.2	-9	-18
C/C(=N\NC(=O)C(O)(c1ccccc1)c1ccccc1)c1ccc(NC(=O)CCCC(=O)O)cc1	/	4	-3.8	6	10	2	-4.5	-4	-22
O=C(CSc1nnc(C2CC2)n1Cc1ccco1)NCC(F)(F)F	-1	22	-2.6	2	1	4	-2.5	-18	-2
CS(=O)(=O)/C(C#N)=C/c1c(-c2ccccc2)nc2n1CCS2	3	22	-2.6	-7	-3	/	-0.6	-2	-1
CCc1ccc(CN2CCCC(CNC(=O)c3cccc(OC)c3OC)C2)cc1 (stereo unspecified)	3	-2	-0.9	1	-15	4	-1.1	-2	3
O=C(Nc1cccc(C(F)(F)F)c1)c1cncs1	4	4	-1.1	-2	-9	-2	-1.1	-8	-2
Cc1ccc(C(C)C)c(OCC(=O)Nc2ccc3c(c2)nc(CN2CCCC2)n3C)c1	2	14	-2.6	5	-11	-1	-3.6	6	4
CNc1ccc(Cl)cc1C(N)=O	2	14	-2.2	6	-9	11	-1.7	0	2
COC(=O)c1[nH]c2ccc(C)cc2c1NC(=O)C(C)N1CCN(C2CCCCC2)CC1 (stereo unspecified)	1	20	0.2	-11	-4	-5	-0.2	-11	8
COc1ccccc1N1CCN(C(=O)C2CCCN(S(=O)(=O)c3ccc4c(c3)oc(=O)n4C)C2)CC1 (stereo unspecified)	-3	15	-0.8	2	-5	2	-1.7	-28	-49
COc1ccc(-c2csc(NC(=O)CSc3ccc(Br)cc3)n2)c(OC)c1	-1	-13	-3.7	-1	-3	-3	-2.9	2	0
CC(=O)c1cnc(-c2ccccc2)s1	/	23	-0.4	12	-1	/	1.5	-2	6
O=C(CN1C(=O)c2ccccc2C1=O)N1CCN(c2nnc(-c3ccccc3)c3ccccc23)CC1	1	-3	-2.5	-8	2	-3	0.6	3	-4
CCOC(=O)C(C(=O)Nc1nc2ccccc2s1)C1CCCCC1 (stereo unspecified)	2	10	-2.4	0	-13	4	-4.6	-4	-14
O=C(c1ccco1)N1CCN(c2ncnc3c(-c4ccccc4)nsc23)CC1	1	16	-3.2	5	-3	-1	-1.8	-13	0
Cc1cc(NCCN2CCOCC2)c2ccc3ccccc3c2n1	0	19	-3.3	-2	9	2	8.8*	10	47*
COc1ccc(OC2C(=O)N(Cc3ccc(F)cc3)C2c2cc(OC)c(OC)c(OC)c2)cc1 (stereo unspecified)	-2	24	-2.2	2	-8	1	-2.1	4	2
O=C(NCCCN1CCN(Cc2ccccc2)CC1)c1nnc(Cc2c(F)cccc2Cl)o1	0	6	-1.5	-3	-30	-2	-2.1	-18	12

Single values from the results shown.
`Cc1ccc(C(C)C)c(OCC(=O)Nc2ccc3c(c2)nc(CN2CCCC2)n3C)c1` in p-CIP stab down: 6
`O=C(CN1C(=O)c2ccccc2C1=O)N1CCN(c2nnc(-c3ccccc3)c3ccccc23)CC1` in IDE cell inh: 1

The results go on.
SMILES	IDE cell inh	SUMO HTRF inh	IMP-1 inhibitor	PfM18AAP inh	NS3 helicase inh	IDE cell activ	VIM-2 inh	p-CIP stab down	FID counter
CCC(=O)Nc1nc(=S)ss1	5	-6	2.1	27	18	0	-0.7	-14	1
COc1ccc(-c2ncc(CN3CCC(CO)(Cc4cccc(OC)c4)CC3)cn2)cc1	-4	14	-2.1	9	-31	7	-2.2	0	10
CCOC(=O)c1c(S(=O)(=O)NCC(=O)Nc2cc(C)ccc2OC)c(C)n(C)c1C	2	/	-1.1	-7	-10	8	0.1	5	-42
COc1cccc(OC)c1OCC(O)CN1CCN(c2ccc(F)cc2)CC1 (stereo unspecified)	0	-4	-0.6	1	-20	0	-1.9	3	-3
CCN(CC)C(=S)SCC(=O)c1ccc(F)cc1	5	-13	-2.7	6	-4	3	-0.5	-14	-5
O=C(CN(Cc1cccs1)C(=O)CSc1nnc(COc2ccccc2)o1)NC1CCCCC1	-3	-14	-3.6	4	-3	2	-2.2	3	2
C[C@@H]([C@H](O)c1ccccc1)N(C)C(=S)Nc1ccccc1	/	16	-1.8	-8	-4	6	0.1	-8	-3
O=C(COc1ccccc1F)NNC(=O)c1ccc(N2CCCCC2)c([N+](=O)[O-])c1	0	11	-5.3	-1	11	0	-3.1	-4	-6
O=C(NCc1cccc(C(F)(F)F)c1)c1ccc2c(c1)OCCO2	-1	26	-3.5	-6	3	0	0.2	-7	-15
CS(=O)(=O)N1CCN(c2ccnc3cc(Cl)ccc23)CC1	9	20	-2.1	5	6	-8	-0.1	-2	-2
CCc1cccc(CC)c1NC(=O)COC(=O)CC1c2ccccc2CCN1S(=O)(=O)c1ccccc1 (stereo unspecified)	0	-6	-1.3	-4	-9	1	-2.9	1	-25
Cc1cc2ncc(C(N)=O)cn2n1	3	-23	-2.8	1	10	4	-1.0	-1	-2
CCC(C)Cn1c(S(=O)(=O)O)nc2ccccc21 (stereo unspecified)	2	5	-1.0	0	3	4	-2.5	-14	-5
CCOC(=O)c1ccc(N2C(=O)c3n[nH]c(C)c3C2c2ccc(OC)cc2OC)cc1 (stereo unspecified)	1	-25	-2.0	5	-27	-6	0.0	0	-21
CC(OC(=O)CN(C)S(=O)(=O)c1ccc(Cl)cc1)C(=O)Nc1ncc(Cl)cc1Cl (stereo unspecified)	2	19	-0.2	-5	-5	4	1.1	-1	-7
COC(=O)C1=CNC=C(C(=O)OC)C1c1ccc(Cl)cc1	0	22	-7.6	8	1	0	-2.4	2	-1
COc1nc(OC)nc(Oc2ccc(Cl)cc2[N+](=O)[O-])n1	-3	-4	-2.8	0	0	1	-1.3	-4	1
CC(=O)Nc1ccc(S(=O)(=O)N2CCCN(S(=O)(=O)c3ccc(NC(C)=O)cc3)CC2)cc1	-6	4	-1.3	0	1	2	0.2	-4	-3
COc1ccc(CNS(=O)(=O)NCc2ccc(C)cc2)cc1	-5	2	-2.0	2	-11	5	-1.1	16	-11
CCC1=NC(c2ccc(OC)cc2)N(O)C1(C)C (stereo unspecified)	0	0	-3.0	-5	0	3	0.8	5	3
O=C(c1ccc2c(c1)OCO2)N1CCN(c2ccccn2)CC1	-3	0	0.8	-15	8	3	0.5	-9	-9
C=CCn1c(SCC(=O)NC2CCCc3ccccc32)nnc1-c1ccncc1 (stereo unspecified)	2	7	-1.6	4	4	0	-5.6	-13	-20
CSc1ncc(CN2CCCC(C(=O)c3ccc(C(C)(C)C)cc3)C2)cn1 (stereo unspecified)	2	-17	-3.0	5	-14	0	-1.8	0	-6

An excerpt from above with just PfM18AAP inh and VIM-2 inh.
smiles	PfM18AAP inh	VIM-2 inh
CCC(C)Cn1c(S(=O)(=O)O)nc2ccccc21 (stereo unspecified)	0	-2.5
CCOC(=O)c1ccc(N2C(=O)c3n[nH]c(C)c3C2c2ccc(OC)cc2OC)cc1 (stereo unspecified)	5	0.0
CC(OC(=O)CN(C)S(=O)(=O)c1ccc(Cl)cc1)C(=O)Nc1ncc(Cl)cc1Cl (stereo unspecified)	-5	1.1
COC(=O)C1=CNC=C(C(=O)OC)C1c1ccc(Cl)cc1	8	-2.4
COc1nc(OC)nc(Oc2ccc(Cl)cc2[N+](=O)[O-])n1	0	-1.3

Compound activity as filed in PubChem.
